Source: PubChem BioAssay
D1 antagonist = human D1 dopamine receptor antagonism; activity change, negative = inhibition, % at 10 µM; AID 504652; HEK293 TREx D1 cells, calcium flux, dopamine EC80; active compounds read low; P21728; hit rate 3.2% among 360,000; in the data active means activity change below about -30%; further: on the % scale 0 is the no-effect control and ±100 the full control effect
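Tetracycline-induced HEK293 T-REx cells with force-coupled D1 receptor were loaded with a no-wash calcium dye. Compound was added after a 10 s baseline and read kinetically for 180 s; EC80 dopamine was then added and calcium flux followed another 180 s.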
D1 agonist = agonists of human D1 dopamine receptor | P21728 | HEK293 T-REx D1 cells, calcium flux, agonist mode | activation, % at 2 µM | hit rate 1% among 360,000; in the data active means activation above about 30%; further: 0% is about no effect
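Inducible HEK293 T-REx D1 cells, force-coupled to calcium signalling, were plated at 4000 cells/well with tetracycline and held overnight at 30 C. After no-wash calcium dye loading, compound-evoked calcium rise over 180 s flagged agonists.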
LDHA inh = blocks human lactate dehydrogenase A; P00338; purified LDHA, NADH/diaphorase-resazurin fluorescence; active compounds read low; activity change, % (values are at about 110 or 230 µM); hit rate 0.15% among 480,000; AID 1347041; in the data active means activity change below about -30%; inconclusive means mostly about -25% to -30%;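 further: plate controls were DMSO wells for no effect and wells without enzyme for full effect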
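Enzyme activity of human lactate dehydrogenase 5 (2 nM; 0.06 mM NADH, 0.2 mM pyruvate, 5 min, RT) is measured via a resazurin/diaphorase fluorescence readout of residual NADH.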
Vif-APOBEC3G blk = blocks the Vif interaction with human APOBEC3G; Q9HC16; HeLa A3G-eYFP + Vif (tagged APOBEC3G with the HIV-1 protein that degrades it), YFP fluorescence, overnight; Potency, µM (doses to about 46.1 µM), for the others: top-dose activity, negative = active, usual class: inhibitors; hit rate 0.076% among 410,000; AID 602310;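 further: potency means the concentration at half of the fitted maximal effect; on the % scale 0 is the no-effect control and ±100 the full control effect; nearly all actives have a fitted effect of over 60% in size; hits raise eYFP signal because A3G escapes Vif-driven loss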
Target sequence (Q9HC16 whole entry, looked up): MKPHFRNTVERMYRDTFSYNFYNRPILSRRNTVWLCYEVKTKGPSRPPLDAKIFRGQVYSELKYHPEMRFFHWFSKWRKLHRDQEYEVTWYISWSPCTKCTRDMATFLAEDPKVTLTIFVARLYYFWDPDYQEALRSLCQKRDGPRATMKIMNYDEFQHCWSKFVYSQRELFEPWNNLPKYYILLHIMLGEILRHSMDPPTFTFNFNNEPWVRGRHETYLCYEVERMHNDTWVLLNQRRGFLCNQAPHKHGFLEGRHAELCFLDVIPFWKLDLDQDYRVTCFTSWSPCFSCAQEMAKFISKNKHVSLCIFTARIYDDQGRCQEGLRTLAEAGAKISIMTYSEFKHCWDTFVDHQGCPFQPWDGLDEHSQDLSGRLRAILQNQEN
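HeLa cells stably expressing Vif and C-terminally eYFP-tagged A3G, seeded overnight at 37 deg C, then exposed to compound by pintool overnight at 37 deg C. Rise in yellow fluorescence (Ex 488/Em 500-530, Acumen) marks blocked Vif-driven A3G degradation.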
RXFP1 agonist = RXFP1 (human) receptor agonism; HEK293T-RXFP1 cAMP TR-FRET, 30 min; response scale: percent of porcine relaxin response, buffer zero; Potency, µM (top dose mostly 57.5 µM), for inactives: top-dose activation, most hits filed as activators; hit rate 0.3% among 370,000; AID 2676; further: potency means the concentration at half of the fitted maximal effect; on the % scale 0 is the no-effect control and ±100 the full control effect; nearly all actives have a fitted effect of over 60% in size; many of its hits are not listed in these tables
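HEK293 cells stably expressing RXFP1, treated 30 min at 37C with compounds plus PDE4 inhibitor Ro 20174; cAMP measured by HTRF TR-FRET. Normalized to buffer and 29 nM porcine relaxin; EC50 by Hill fit.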
Vif-A3F inh = inhibitors of Vif-A3F interaction; HeLa A3F-eYFP + Vif (tagged APOBEC3F with the HIV-1 protein that degrades it), YFP fluorescence increase; Potency, µM (top dose mostly 46.1 µM), inactives show top-dose activity, negative = active; hit rate 0.2% among 390,000; further: potency means the concentration at half of the fitted maximal effect; % of control where 0% means no effect; nearly all actives have a fitted effect of over 65% in size
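HeLa cells stably expressing A3F-eYFP plus Vif, plated and incubated overnight at 37 deg C, then exposed to compounds overnight at 37 deg C. Blocked degradation read as raised yellow fluorescence (Ex 488/Em 500-530).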
D1 PAM = enhances dopamine response at the human D1 receptor | P21728 | HEK293 TREx D1 cells, calcium flux, dopamine EC20 potentiation | hit rate 0.036% among 360,000 | potentiation, % at 10 µM | AID 504651; in the data active means potentiation above about 30%; further: 0% is about no effect
D2 potentiator = positive allosteric modulators of human D2 dopamine receptor; HEK293 T-REx D2, calcium flux, EC20 dopamine potentiation; potentiation, % at 10 µM; hit rate 0.34% among 340,000; AID 485347;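 active means potentiation over 3 SD above the plate norm, cut at about 30% in these data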; further: 0% is about no effect
Target sequence (P14416 whole entry, looked up): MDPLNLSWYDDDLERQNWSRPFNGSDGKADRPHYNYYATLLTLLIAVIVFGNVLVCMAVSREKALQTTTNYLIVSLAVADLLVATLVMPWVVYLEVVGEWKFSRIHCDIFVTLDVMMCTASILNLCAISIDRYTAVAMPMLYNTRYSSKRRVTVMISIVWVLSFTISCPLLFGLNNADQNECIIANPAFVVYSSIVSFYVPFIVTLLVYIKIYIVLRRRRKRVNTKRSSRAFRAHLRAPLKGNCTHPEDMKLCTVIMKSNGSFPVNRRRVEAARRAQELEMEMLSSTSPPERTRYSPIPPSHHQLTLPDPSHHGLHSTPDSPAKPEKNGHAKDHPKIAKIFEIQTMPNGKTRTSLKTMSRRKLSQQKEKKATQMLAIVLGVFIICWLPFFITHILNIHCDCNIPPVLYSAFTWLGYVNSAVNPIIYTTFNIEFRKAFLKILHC
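Using a no-wash calcium dye in inducible, force-coupled HEK293 Trex cells expressing D2, we tracked fluorescence each second for 180 s after compound, then for 180 s after EC20 dopamine to detect augmented signalling.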
Glioma ERSR ind = ER stress response induction in glioma; U87-MG GRP78 promoter luciferase reporter, 16 h; hit rate 0.02% among 420,000; AID 602332; Potency, µM, inactives show at the top dose activation, hits mostly activators; further: potency means the concentration at half of the fitted maximal effect; series mostly up to about 76 µM; % of control where 0% means no effect; nearly all actives have a fitted effect of over 35% in size
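Stably transfected U87-MG human glioma cells carrying a GRP78-based luminescent sensor were seeded at 1000 cells/well, pin-dosed with compounds and incubated 16 h. Luciferase reagent was then added, and end-point luminescence was read after 10 min at room temperature.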
Numbers without * were called inactive; ? = inconclusive; . = no result given; & = joins results of further samples. Unless noted, the call rests on the fitted dose curve; in most records, active means well fitted curve in the direction sought with a large enough effect; inconclusive means small, poorly fitted or top-dose-only effect, or another doubt; inactive means no such curve, though single readings can be large; an effect the other way counts as inactive or inconclusive. Some of the compounds tested; the hit share may differ from the screen's.

#	canonical_smiles	D1 antagonist	D1 agonist	LDHA inh	Vif-APOBEC3G blk	RXFP1 agonist	Vif-A3F inh	D1 PAM	D2 potentiator	Glioma ERSR ind
1	CCOC(=O)c1cnc(-c2ccccc2)nc1N1CC(C)OC(C)C1 (stereo not given)	.	0	-4	-5%	-1.8%	3%	-2	10	0%
2	CCCN(CC(=O)Nc1ccc(Cl)cc1Cl)C(=O)/C=C/c1ccco1	4	3	-7	?	0.1%	?	-8	-17	6%
3	Cc1cc(OCC(=O)Nc2ncn[nH]2)ccc1Cl	-2&-8	0&9	-10&-13	0%&1%	0.6%&-3.4%	7%&-1%	0&-2	7&-2	-2%&-1%
4	O=C(c1ccc[nH]1)N1O[C@@H]2C=C[C@H]1C2	.	.	0	0%	.	8%	.	.	2%
5	COc1ccc(/C=C(\NC(=O)c2ccccc2Cl)C(=O)NCCCC(=O)O)cc1	-24	4	-11	-7%	0.6%	?	-1	3	-5%
6	O=C(CSc1cn(CC(=O)N2CCCCC2)c2ccccc12)NCc1ccccc1	-6	1	4	2%	-1.2%	-8%	-5	-9	-2%
7	COc1ccc(CN(C)C[C@H]2OCCCC[C@H](C)Oc3ccc(NC(=O)CCC(F)(F)F)cc3C(=O)N([C@@H](C)CO)C[C@@H]2C)cc1	.	.	-2	-9%	.	6%	.	.	-2%
8	CC(=O)c1ccc(S(=O)(=O)N2CCNCC2)cc1	14	1	-16	-1%	-0.6%	-5%	-2	2	-3%
9	CSc1ccc(NC(=O)/C=C/C(=O)O)cc1	7	5	1	0%	1.0%	6%	6	.	1%
10	Cc1ccc(S(=O)(=O)N2CCN(C(=O)c3ccc4c(c3)OCO4)CC2)cc1	-26	3	2	0%	-0.1%	-8%	0	19	-4%
11	CCCCN(CC)CCNS(=O)(=O)c1ccc2c(c1)oc(=O)n2C	11	5	0	-7%	1.9%	-4%	0	-5	4%
12	Cc1cc(C)cc(NC(=O)c2ncn(-c3ccccc3)n2)c1	6	0	-2	-2%	-0.1%	-4%	1	-21	-3%
13	COc1cccc(/C=N/NC(=O)CC(=O)NCCc2ccccc2)c1OC	-12	8	-7	-12%	0.0%	-1%	0	-26	-3%
14	COc1cccc(CNC(=O)c2ccc3c(c2)c(C)c(C)n3Cc2ccccc2)c1	-33*	2	-5	-9%	-2.6%	-2%	-7	3	4%
15	O=C(Nc1nnc(C2CCCCC2)s1)C1CC(=O)N(c2ccc(F)cc2)C1 (stereo not given)	11	2	-7	-2%	-1.3%	-13%	-9	.	1%
16	Cc1ccc(OC(=O)c2oc3ccc(F)cc3c2C)c(C)c1	12	5	1	-6%	-0.5%	-1%	0	3	-12%
17	CCOc1ccccc1OCCOc1ccccc1CC	15	1	2	1%	0.8%	-13%	-11	-3	0%
18	Cc1ccccc1S(=O)(=O)Nc1ncnc2sccc12	-22	4	-9	0%	-1.3%	1%	-2	-2	-1%
19	O=C(Nc1ccc(Br)cc1Cl)c1ccc(OCC2CCCO2)cc1 (stereo not given)	.	.	1	-2%	.	3%	.	.	2%
20	CCn1c(SCC(=O)NCC2CCCO2)nc2c([nH]c3ccccc32)c1=O (stereo not given)	-5	2	-7	-12%	-0.2%	4%	-1	1	-2%
21	O=C(Nc1ccc(NC(=S)NC(=O)c2cccs2)cc1)c1ccccc1	-6	-1	-3	-3%	1.9%	-9%	-8	13	-5%
22	O=C1C2C3C=CC(C3)C2C(=O)N1CC1CCCO1 (stereo not given)	-1	3	-6	-2%	1.0%	-3%	-5	3	-2%
23	CC(C)c1cc(C(=O)N2CCCC(Nc3ccc(F)c(F)c3)C2)nc(N)n1 (stereo not given)	-25	3	-1	4%	-2.4%	-10%	-4	15	-1%
24	COc1ccc(CC(Cc2ccc(OC)c(OC)c2)NC=O)cc1OC	.	.	-2	-1%	.	-15%	.	.	2%
25	CCOC(=O)C1CCN(C(=S)Nc2ccccc2)CC1	-3	0	-1	-7%	0.5%	2%	1	2	-3%
26	COc1cc(NC(=O)Cc2noc3ccccc23)cc(OC)c1OC	-7	2	-8	1%	0.7%	0%	-1	-11	10%
27	COc1cc(CNCc2cccs2)ccc1OCc1ccccc1	-12	18	-5	-9%	2.9%	-4%	-6	-1	4%
28	CCN(CC)c1nc(-c2ccccn2)nc(-c2ccccc2)c1C#N	4	1	-2	0%	1.0%	8%	-2	2	-3%
29	Cc1ccc(Cl)cc1N1CCN(S(=O)(=O)c2cc3c(cc2C)NC(=O)CO3)CC1	6	5	-5	5%	1.9%	?	-13	-4	-7%
30	O=C(Oc1c(-c2ccccc2)c(=O)n2c3c(cccc13)CC2)c1cccc([N+](=O)[O-])c1	15	2	0	1%	-0.6%	2%	14	-4	-7%
31	CCN(CC)P(=O)(Nc1ccc(C)cc1Br)c1ccc(N(C)C)cc1NC(=O)c1ccco1 (stereo not given)	9	0	1	-3%	2.5%	5%	-2	3	9%
32	Cc1cc(C)nc(SC2CC(=O)N(c3ccc(Cl)cc3)C2=O)n1 (stereo not given)	-15	2	-5	-3%	5.2%	-1%	-5	-7	-2%
33	O=C(NCc1ccccc1)/C(=C\c1ccc([N+](=O)[O-])cc1)NC(=O)c1ccco1	-14	0	-1	1%	0.9%	-4%	-8	5	-4%
34	CC1=C(C(=O)Nc2ccccc2)C(c2ccco2)n2ncnc2N1 (stereo not given)	-10	1	-9	2%	-0.4%	-12%	1	-5	-2%
35	COc1ccc(C(=O)Nc2cccc(S(=O)(=O)N3CCCC3)c2)cc1S(=O)(=O)N1CCOCC1	.	.	-3	4%	.	7%	.	.	-3%
36	C#CCOCCOCCOCCNc1nc(N2CCOCC2)nc(N2CCN(C(=O)[C@H](CCC(=O)O)n3cc(C(N)Cc4ccc(O)cc4)nn3)CC2)n1 (stereo not given in full)	-13	-2	-6	5%	0.7%	6%	1	-3	-6%
37	O=C1C=C(c2ccoc2)N2CCC[C@H]2C1	.	.	3	2%	.	6%	.	.	1%
38	COc1ccc(-c2nc(S(=O)(=O)c3ccccc3)c(N3CCCC3)o2)cc1	.	.	-4	-3%	.	-1%	.	.	-3%
39	CC1(C)CC(=O)C2=C(C1)Nc1ccccc1NC2c1nc2ccccc2[nH]1 (stereo not given)	-28	3	1	2%	0.5%	4%	-4	.	-2%
40	CCN(c1ccccc1)S(=O)(=O)c1cccc(C(=O)N(C)CC(=O)Nc2ccc(F)c(F)c2F)c1	.	.	0	3%	.	1%	.	.	1%

2 compounds from above, reduced to D1 antagonist.
nr	SMILES	D1 antagonist
25	CCOC(=O)C1CCN(C(=S)Nc2ccccc2)CC1	-3
26	COc1cc(NC(=O)Cc2noc3ccccc23)cc(OC)c1OC	-7

More structures:
#	canonical_smiles	D1 antagonist	D1 agonist	LDHA inh	Vif-APOBEC3G blk	RXFP1 agonist	Vif-A3F inh	D1 PAM	D2 potentiator	Glioma ERSR ind
41	O=C(CCCCCn1c(=O)c2sccc2n(CC(=O)Nc2ccccc2F)c1=O)NCc1ccc2c(c1)OCO2	-5	2	-3	-4%	2.4%	-15%	1	-5	-7%
42	CCCCOc1cccc(C(=O)Nc2ccccc2N2CCCC2)c1	6	1	0	-2%	-2.1%	0%	1	.	-1%
43	O=C(Nc1ccc([N+](=O)[O-])c(NC(=O)C2CCCO2)c1)C1CCCO1 (stereo not given)	19	0	10	2%	1.2%	0%	2	3	-3%
44	O=C(c1cccs1)N1CCC(c2nc3c(nnn3Cc3ccccc3)c(=O)[nH]2)CC1	6	1	-10	-8%	-0.6%	-1%	-2	-2	-3%
45	CCSc1nc(=S)cc(C)[nH]1	9	1	0	-4%	2.1%	-10%	2	11	-2%
46	Cc1ccc(S(=O)(=O)Nc2cccc(C(=O)NCCCn3ccnc3)c2)cc1F	5	3	0	4%	0.6%	7%	-4	15	4%
47	Cc1ccc(C(=O)NC(Cc2c[nH]c3ccccc23)C(=O)O)o1 (stereo not given)	7	1	1	1%	0.7%	-10%	0	-5	-2%
48	COc1ccc(S(=O)(=O)N2CCC(C(=O)N3CCN(C)CC3)CC2)cc1OC	3	0	-7	-6%	-1.9%	-7%	5	-2	-2%
49	CCc1ccc(NC(=O)CCn2cnc3ccccc3c2=O)cc1	-10	0	1	2%	0.2%	0%	0	3	2%
50	CCCn1nc(C(=O)OCC(=O)c2ccccc2)c2ccccc2c1=O	10	2	2	2%	0.6%	5%	1	1	-2%
51	Cc1ccc(CNC(=O)c2cccnc2Cl)cc1	-13	1	-11	2%	0.5%	2%	1	3	1%
52	CC(C)(C)c1ccc(C(=O)N/C(=C\c2ccco2)C(=O)O)cc1	4	4	-1	-2%	1.2%	-7%	-3	-1	-6%
53	O=C(C1CCCO1)N1CCN(C(=S)Nc2ccc(F)c(Cl)c2)CC1 (stereo not given)	6	8	-12	0%	1.3%	18%	-3	3	-2%
54	Nc1cccc(NC(=O)c2ccco2)c1	-21	5	-2	-9%	0.6%	6%	-5	19	5%
55	CCS(=O)(=O)NCCc1csc(-c2cccnc2)n1	-36*	0	-1	-2%	3.6%	0%	4	0	4%
56	N#CCc1ccccc1C(=O)OCC(=O)N(Cc1ccccc1)Cc1ccccc1	8	9	0	1%	0.3%	3%	-4	3	-5%
57	CC1CCCC(C)N1C(=O)CSc1nccc(=O)[nH]1 (stereo not given)	-12	0	-7	0%	-0.5%	-2%	-4	15	-2%
58	Cc1ccc(S(=O)(=O)N2CCCCC2)cc1NC(=O)COC(=O)c1cccc(O)c1	.	.	-2	-3%	.	-8%	.	.	-2%
59	CCC(=O)Nc1cc(-c2nn3c(C)nnc3s2)ccc1C	9	1	-6	-5%	7.6%	3%	-1	3	-2%
60	CCn1c(C(=O)N2CCc3ccccc3C2)cc2sccc21	-2	2	1	2%	2.4%	-7%	-5	-1	4%
61	CCOc1ccccc1Nc1nc(N2CCCC2)nc(N2CCOCC2)n1	.	.	-7	4%	.	-1%	.	.	0%
